WT yeast gro inh: growth inhibition of WT strain, primary screen, mitochondrial fusion inhibitor project, WT and mutant strains, chemical genetic; mitochondrial fusion phenotypic screen; inhibition, % at 10 µM; actives 2.1% (n = 190,000); AID 1362, 2008; in the data active means inhibition above about 58%; tested in S. cerevisiae
Myeloid diff 2: induction of myeloid progenitor differentiation, primary screen, cell-based, flow cytometry, MLPCN library; ER-HoxA9 myeloid progenitors, lysozyme-GFP differentiation; calls only at 10 µM; actives 1% (n = 360,000);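 active means normalized GFP-positive differentiation at or above the plate's own cutoff, the solvent-only control mean plus 3 SD; inconclusive means no clear call, values can overlap the other calls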;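 further: cells exposed to compound for four days before flow analysis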
PMI inhibitors: inhibitors of human PMI, primary screen, biochemical, fluorescence intensity, coupled assay (AID 1209); Mannose-6-phosphate isomerase (Homo sapiens); purified PMI enzyme, coupled fluorescence intensity; higher % means a stronger effect; one-dose inhibition, % at 20 µM; IC50 in µM for titrated hits; actives 0.42% (n = 190,000);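 further: plate controls were DMSO vehicle for no effect and wells lacking substrate for full effect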
Lipid droplet: inhibitors of hepatocyte lipid droplet formation, primary screen, imaging, high-throughput imaging, BODIPY stain | AML12 mouse hepatocytes, oleate lipid droplets | inhibition, % at 6.5 µM | actives 0.4% (n = 240,000);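 active means lipid droplet intensity inhibited by at least 50%, with more than 500 cells counted; inconclusive means wells with under 300 cells, treated as cytotoxic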
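Assay system: AML12 mouse liver cells | Compound: 6.5 µM single-point dosing | Schedule: Overnight exposure | Technique: Fluorescence imaging, 20x objective, two fields per well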
P. falciparum M1AAP: P. falciparum M1AAP inhibitors, biochemical, fluorogenic H-Leu-NHMec substrate, 1536-well (AID 1445); recombinant M1AAP, H-Leu-NHMec fluorogenic kinetic assay; higher % means a stronger effect; actives 0.42% (n = 220,000); Aminopeptidase N (Plasmodium falciparum (isolate 3D7)); inhibition, % at 30 µM; hits with a dose series show IC50 in µM;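 active means primary inhibition above the hit cutoff, then over 50% inhibition at one or more dose response concentrations, cut at about 23% in these data, passing the limit was not always enough; inconclusive means conflicting primary data, or primary hits not chosen for dose response; inactive means low primary inhibition, or under 50% at every dose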;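 further: plate controls were DMSO full reaction for no effect and no enzyme background for full effect; strong numbers were not always called active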
TNAP activation fold: human TNAP enzyme activators, primary screen, biochemical, luminescent, no phosphate acceptor, uHTS (AID 1001). purified TNAP, luminescent activation assay, no phosphate acceptor; higher activation fold means a stronger effect. activation fold at 20 µM, or EC50 in µM where a hit was titrated. actives 0.03% (n = 200,000). Alkaline phosphatase, tissue-nonspecific isozyme (Homo sapiens); in the data active means activation fold from about 3, or a potency from the dose series; inactive means the rest, 99 in 100 with activation fold below about 1.6; further: many of its hits are not listed in these tables
K1F lysis inhibition: inhibition of K1F phage lysis, E. coli UTI89, bacterial capsule biogenesis inhibitors, alamar blue (AID 488966); E. coli UTI89 K1F phage lysis, alamar blue, 2 h; higher % means a stronger effect; inhibition, % at 100 µM, or IC50 in µM where a hit was titrated; actives 0.02% (n = 340,000);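 active means phage lysis inhibition, versus mean bacterial control, above a set limit; inconclusive means no clear call, values can overlap the other calls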;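 further: capsule biogenesis inhibitors block K1F phage lysis so surviving cells raise fluorescence; higher fluorescence means more inhibition of phage lysis; actives were called in the ten point dose series up to 300 µM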
human PMI inhibitors: human PMI inhibitors, high substrate, primary screen, biochemical, fluorescence intensity, high mannose 6-phosphate (AID 1220) | recombinant PMI enzyme, coupled fluorescence intensity; higher % means a stronger effect | actives 0.66% (n = 190,000) | one-dose inhibition, % at 20 µM; IC50 in µM for titrated hits | Mannose-6-phosphate isomerase (Homo sapiens)
ER stress rescue: rescue of cells from ER stress-induced death, primary screen, 384-well, CSM14.1, thapsigargin, ATP luminescence (AID 1222) | cellular ATP content (survival), % at 20 µM, or EC50 in µM where a hit was titrated | CSM14.1 thapsigargin-induced death rescue, ATP luminescence; higher % means a stronger effect | 190,000 tested, under 10 active;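 active means EC50 below 50 µM in the dose-response confirmation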;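 further: death triggered by thapsigargin at about 15 µM added after 2 h compound pretreatment; cell ATP read after overnight thapsigargin exposure of roughly 18 to 22 hours; normalized against plate controls of thapsigargin alone and 5% DMSO vehicle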
WT yeast gro inh mutant strain: second read-out of WT yeast gro inh, no call of its own (marks repeat the call); inhibition, %; mitochondrial fusion phenotypic screen, mutant strain inhibition
Lipid droplet cells 6.5 µM: second read-out of Lipid droplet, no call of its own (marks repeat the call); cell count; measured here: cell count, cytotoxicity flag;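 cells counted across two imaged fields per well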
Myeloid diff 2 GFP+ MAC1+ %: further read-out of Myeloid diff 2, marked with its call; GFP+ MAC1+ double positive, %; measured here: differentiation confirmed by MAC1 staining
Starred values were filed as active, the others as inactive; i = inactive; u = inconclusive; x = no result given; [ ] = another dose, or the depositor's remark. Unless noted, no stated cut-off is given here; in the data, active means inhibition above about 50%; inactive means the rest.

SMILES	WT yeast gro inh	WT yeast gro inh mutant strain	Myeloid diff 2	Myeloid diff 2 GFP+ MAC1+ %	PMI inhibitors	Lipid droplet	Lipid droplet cells 6.5 µM	P. falciparum M1AAP	TNAP activation fold	K1F lysis inhibition	human PMI inhibitors	ER stress rescue
O=C(NCCCN1CCCCCC1)C1CC(=O)N(CCc2ccccc2)C1 (stereo unspecified)	26.9	35.1	i	0.9	6.0%	x	x	6.0%	1.1	1.5%	0.3%	-0.7%
COC(=O)/C=C1\SC(=Nc2ccccc2)NC1=O	2.5	12.7	i	0.7	-12.3%	-3.7	640	7.4%	1	0.8%[50 µM]	-13.1%	-0.7%
O=C(CN1CCN(c2ccccn2)CC1)Nc1cccc(S(=O)(=O)N2CCCC2)c1	0.8	-5.4	i	0.7	9.6%	-28.9	646	2.1%	1.1	-0.4%	13.0%	0.3%
Cc1cc(C(=O)CN2C(=O)NC3(CCCc4sccc43)C2=O)c(C)n1-c1ccc(Cl)cc1 (stereo unspecified)	37.5	-2.3	i	0.6	10.6%	2.6	616	8.7%	1.1	0.3%	13.0%	2.2%
CCOC(=O)c1cnc2ccc(OC)cc2c1NCc1ccccc1	53.9	64.0	i	0.0	14.3%	-4.8	690	0.7%	1.1	5.4%[50 µM]	27.2%	-1.8%
CC(C)[C@H](NC(=O)c1ccc(F)cc1)C(=O)OCC(=O)NC(=O)c1cccn1C	-20.6	3.8	i	0.2	9.0%	-1.5	649	7.9%	1.2	-0.3%	11.5%	-0.8%
CCCC(=O)NC(=S)Nc1ccc(CN2CCOCC2)cc1	4.2	24.4	i	0.1	0.9%	1.9	695	-0.6%	1.1	0.3%	2.8%	x
O=C1CN(C(=O)COC(=O)c2ccc(N3CCCCCC3)c([N+](=O)[O-])c2)c2ccccc2N1	3.4	-5.6	i	0.3	13.3%	-1.7	535	11.2%	1	0.5%	18.6%	1.8%
Cc1ccccc1OCC(=O)N/N=C/c1cccn1C	-16.9	-0.5	i	0.6	-4.6%	x	x	4.7%	1	-3.8%	-0.3%	-1.2%
O=C(NCc1ccc2c(c1)OCO2)c1cc2ccccc2oc1=O	14.0	-2.1	i	0.5	-27.0%	8.5	693	-4.4%	1.1	0.8%	-18.1%	-0.8%
COc1ccc(NC(=O)CSc2nnc3ccc(-c4ccncc4)nn23)cc1OC	3.1	7.9	i	0.3	-8.1%	4.0	713	3.1%	1.1	0.0%	-7.6%	x
Clc1ccc(CNC2CCCC2)c(Cl)c1	7.7	-10.0	i	0.9	-7.4%	-5.2	730	-1.0%	1.1	2.8%	-2.0%	-1.1%
Cc1ccccc1CNC(=O)c1ccc(Cl)c([N+](=O)[O-])c1	46.2	-14.8	i	0.5	-6.6%	-7.3	708	6.7%	1	1.1%	7.6%	-4.2%
Cc1nn(C)c2ncc(C(=O)c3cc(F)ccc3O)cc12	8.7	10.3	i	0.8	7.1%	-4.1	718	9.8%	1.1	0.1%	7.2%	-0.2%
COc1cc(/C=N/NS(=O)(=O)c2ccc(C)cc2)ccc1OCc1ccc(C(=O)O)cc1	10.5	2.2	i	0.2	-35.6%	-9.1	729	-1.0%	1.1	0.2%	3.4%	-6.0%
O=C(CCNC(=O)c1ccc(Br)o1)NC1CCCC1	-21.5	-8.1	i	0.6	-11.0%	-7.0	752	4.6%	1	8.0%	-3.2%	-0.2%
Cc1ccc(O)c(-c2cc(C(=O)Nc3ccc(S(=O)(=O)Nc4nc(C)cc(C)n4)cc3)[nH]n2)c1	14.4	5.2	i	0.4	-1.9%	-16.3	650	-1.4%	2.1	-4.3%	-2.3%	-2.6%
CCCn1cc(SCC(N)=O)c2ccccc21	10.8	-4.5	i	0.8	x	10.9	736	8.1%	x	-0.3%	x	x
N#Cc1sc2nc(C3CC3)cc(-c3ccccc3)c2c1N	-26.6	-9.6	i	0.5	22.6%	0.0	670	4.4%	1.2	1.5%	20.8%	0.0%
COc1c(O)ccc2cnn(-c3ccccc3C)c(=O)c12	-58.8	-26.8	i	1.2	-2.0%	x	x	7.3%	1.1	1.9%	9.1%	-0.8%
CC(C)CNC(=O)c1ccccc1NC(=O)c1ccccc1N(C)S(=O)(=O)c1ccccc1	3.8	-0.1	i	0.4	4.5%	2.0	692	4.8%	1.1	1.9%	-0.3%	3.4%
CCCCCCS(=O)[C@H]1CS(=O)(=O)C[C@@H]1S(=O)CCCCCC (stereo partly specified)	58.8	66.7	i	0.9	-43.5%	x	x	-0.8%	1	1.5%	-82.3%	2.1%
CC(C)(C)NC(=O)Cn1nnnc1-c1nonc1N	10.8	7.2	i	0.4	8.3%	4.9	818	3.8%	1.1	5.6%	6.9%	-0.9%
O=C1C2CCCN2C(=O)N1CCCCN1CCN(c2cccc(Cl)c2)CC1 (stereo unspecified)	8.1	14.2	i	1.1	-20.0%	0.5	772	-6.7%	1.1	0.2%	-6.5%	2.9%
CC(Sc1ccc(Cl)cc1)C(=O)Nc1ccc(S(=O)(=O)N2CCOCC2)cc1 (stereo unspecified)	-15.7	-5.8	i	0.5	6.8%	x	x	16.3%	0.9	0.1%	4.9%	1.4%
COC(=O)c1sc(N2CCCCC2)c(C#N)c1N	x	x	i	1.0	x	-16.5	705	-1.6%	x	-0.1%	x	x
CCN(CC)c1ccc(/C=N/NC(=S)NCc2ccccc2)c(O)c1	2.0	-4.5	i	0.2	-9.1%	25.1	718	6.7%	2.5	10.4%	1.2%	-3.6%
CCOC(=O)CSc1nnc2c(n1)C1(C)CCC2C1(C)C (stereo unspecified)	-22.1	-11.8	i	0.7	15.2%	x	x	0.6%	1.1	1.4%	10.1%	-0.9%
Cc1ccccc1-c1nc(CN2CCC(C(=O)N3CCC(C(N)=O)CC3)CC2)c(C)o1	4.7	1.8	i	2.9	10.4%	-4.4	659	0.4%	1.2	2.3%	14.7%	x
CC1COc2ccccc2N1C(=O)c1cccnc1Cl (stereo unspecified)	-3.8	6.9	i	0.3	-12.6%	-10.0	610	-3.0%	0.9	-0.2%	-15.3%	-0.2%
CC1=CC(C)(C)Nc2ccc(OC(=O)CN3C(=O)c4ccccc4C3=O)cc21	-2.0	7.3	u	x	16.6%	-6.0	740	10.9%	1	4.1%	26.2%	-2.1%
FC(F)(F)c1ccccc1NC(=S)NN=C1CCCCCC1	4.9	-7.9	x	x	17.4%	-3.2	657	1.4%	1.3	x	11.3%	-0.5%
ClCCN1C2=NCCCN2c2ccccc21	8.8	-13.2	i	0.5	-10.3%	-14.4	629	-0.2%	1.1	5.8%	-10.5%	-1.7%
O=CN1CCN(C(=O)COc2ccc(Cl)cc2Br)CC1	3.3	15.4	i	0.2	1.0%	-53.9	658	1.3%	1.1	0.2%	6.6%	-1.1%
CN(C)C(CNc1ncnc2sccc12)c1ccccc1 (stereo unspecified)	-3.5	-12.0	i	0.2	-10.5%	13.8	627	4.6%	1	0.0%	-8.9%	-1.5%
CCc1cccc(C)c1NC(=O)COC(=O)Cc1ccsc1	-3.9	-28.2	i	0.2	-1.4%	-2.3	719	6.7%	1.1	5.1%	2.6%	-1.0%
CCCCC(=O)Nc1cccc(-c2nnc(-c3ccccc3)o2)c1	2.1	-7.5	i	1.4	11.8%	0.1	687	3.1%	1.1	0.1%	12.3%	-2.0%
CCC(Sc1ccc2nnc(-c3cccnc3)n2n1)C(=O)O (stereo unspecified)	14.4	1.0	i	3.0	-9.3%	17.0	682	8.4%	1	-0.1%	-17.2%	-1.9%
Cc1cc2ncn(/N=C/c3ccc4c(c3)OCO4)c2cc1C	26.6	10.2	i	0.9	0.3%	1.7	695	9.8%	1.1	0.7%	12.8%	-1.9%
CC(=O)Oc1ccc(-c2cccc(C(=O)O)c2)cc1	-0.6	2.6	i	5.2	-1.6%	x	x	-2.8%	1	0.0%	1.1%	-0.3%
O=C(CSc1nnc(-c2ccncc2)n1C1CCCCC1)Nc1cccc(O)c1	-5.6	2.8	i	2.6	-4.1%	x	x	-2.7%	1	0.5%	1.1%	3.2%
C[N+]1(C2CCC3CCCC2C3O)CCCC1 (stereo unspecified)	6.1	-18.5	i	0.5	34.8%	-4.0	607	16.4%	1.2	0.5%[50 µM]	2.7%	-3.2%
CCOC(=O)C1CCCN(C(=S)Nc2ccc(C)cc2C)C1 (stereo unspecified)	x	x	i	1.1	-0.5%	-2.7	719	11.3%	1.1	0.5%	-4.6%	-2.0%
Cc1onc(-c2c(Cl)cccc2Cl)c1C(=O)N1CCSCC1	x	x	i	0.7	x	1.2	648	-1.8%	x	1.2%	x	x
NS(=O)(=O)c1ccc(NC(=O)COC(=O)c2cn(-c3ccccc3)nc2-c2ccccc2)cc1	x	x	i	0.5	x	-8.7	662	0.7%	x	0.3%	x	x
COc1cc(CNCc2ccccc2)cc(Cl)c1OC	-8.7	3.8	i	0.0	4.1%	-65.9	526	2.4%	1.1	0.7%	5.1%	-1.1%
NCCc1c(-c2ccccc2)n(-c2ccccc2)c2ccccc12	87.0*	37.5*	i	0.3	-0.8%	32.0	645	-3.0%	1.1	-6.0%	-1.4%	-1.5%

Shown bar-delimited: three of the compounds above.
SMILES | WT yeast gro inh | WT yeast gro inh mutant strain | Myeloid diff 2 | Myeloid diff 2 GFP+ MAC1+ % | PMI inhibitors | Lipid droplet | Lipid droplet cells 6.5 µM | P. falciparum M1AAP | TNAP activation fold | K1F lysis inhibition | human PMI inhibitors | ER stress rescue
CCOC(=O)C1CCCN(C(=S)Nc2ccc(C)cc2C)C1 (stereo unspecified) | x | x | i | 1.1 | -0.5% | -2.7 | 719 | 11.3% | 1.1 | 0.5% | -4.6% | -2.0%
Cc1onc(-c2c(Cl)cccc2Cl)c1C(=O)N1CCSCC1 | x | x | i | 0.7 | x | 1.2 | 648 | -1.8% | x | 1.2% | x | x
NS(=O)(=O)c1ccc(NC(=O)COC(=O)c2cn(-c3ccccc3)nc2-c2ccccc2)cc1 | x | x | i | 0.5 | x | -8.7 | 662 | 0.7% | x | 0.3% | x | x
